P. falciparum M17LAP = P. falciparum M17LAP inhibitors, primary screen, biochemical, fluorogenic H-Leu-NHMec substrate, 1536-well (AID 1619). recombinant M17LAP, H-Leu-NHMec fluorogenic kinetic assay; higher % means a stronger effect. inhibition, % at 30 µM, or IC50 in µM where a hit was titrated. 220,000 compounds, 0.38% hits;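 active = compound inhibiting the enzyme by more than half at any dose during confirmatory dose-response retesting; inconclusive = strong single-dose inhibitors picked by rank but not retested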;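 also: plate controls were full reaction with DMSO carrier for no effect and no enzyme background for full effect; strong numbers were not always called active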
RSV antiviral HEp-2 = RSV antiviral activity via CPE protection, HEp-2 cells, primary 10 µM value included (AID 2391). HEp-2 cells, RSV-induced CPE inhibition; higher % means a stronger effect. CPE inhibition, % at 10 µM, or IC50 in µM where a hit was titrated. 310,000 compounds, 0.13% hits; in the data active = a potency from the dose series; inconclusive = CPE inhibition mostly from about 23% at the one dose, without a potency; inactive = the rest, 99 in 100 with CPE inhibition below about 21%; also: strong numbers were not always called active
West Nile antiviral = West Nile virus antiviral activity, cell-based, CPE readout (AID 1621). West Nile virus-infected cells, CPE inhibition; higher % means a stronger effect. CPE inhibition, % at 10 µM, or IC50 in µM where a hit was titrated. 290,000 compounds, 0.02% hits; in the data active = a potency from the dose series; inconclusive = CPE inhibition mostly from about 3.7% at the one dose, without a potency; inactive = the rest, 99 in 100 with CPE inhibition below about 2.2%; also: strong numbers were not always called active
K1F lysis inhibition = inhibition of K1F phage lysis, E. coli UTI89, bacterial capsule biogenesis inhibitors, alamar blue (AID 488966); E. coli UTI89 K1F phage lysis, alamar blue, 2 h; higher % means a stronger effect; inhibition, % at 100 µM, or IC50 in µM where a hit was titrated; 340,000 compounds, 0.02% hits;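 active = phage lysis inhibition, versus mean bacterial control, above a set limit; inconclusive = no clear call, values can overlap the other calls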;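 also: capsule biogenesis inhibitors block K1F phage lysis so surviving cells raise fluorescence; higher fluorescence means more inhibition of phage lysis; actives were called in the ten point dose series up to 300 µM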
human PMI inhibition = MPI enzyme activity inhibition – biochemical, fluorescence intensity, coupled assay, primary screen (AID 1209); purified PMI enzyme, coupled fluorescence intensity; higher % means a stronger effect; inhibition, % at 20 µM, or IC50 in µM where a hit was titrated; 190,000 compounds, 0.42% hits;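 also: plate controls were DMSO vehicle for no effect and wells lacking substrate for full effect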
TNAP activation fold = human TNAP enzyme activators, primary screen, biochemical, luminescent, no phosphate acceptor, uHTS (AID 1001); purified TNAP, luminescent activation assay, no phosphate acceptor; higher activation fold means a stronger effect; activation fold at 20 µM; hits with a dose series show EC50 in µM; 200,000 compounds, 0.03% hits; in the data active = activation fold from about 3, or a potency from the dose series; inactive = the rest, 99 in 100 with activation fold below about 1.6; also: many of its hits are not listed in these tables
M1AAP inhibition = P. falciparum M1AAP inhibitors, biochemical, fluorogenic H-Leu-NHMec substrate, 1536-well (AID 1445) | recombinant M1AAP, H-Leu-NHMec fluorogenic kinetic assay; higher % means a stronger effect | inhibition, % at 30 µM, or IC50 in µM where a hit was titrated | 220,000 compounds, 0.42% hits;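 active = primary inhibition above the hit cutoff, then over 50% inhibition at one or more dose response concentrations, cut at about 23% in these data, passing the limit was not always enough; inconclusive = conflicting primary data, or primary hits not chosen for dose response; inactive = low primary inhibition, or under 50% at every dose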;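 also: plate controls were DMSO full reaction for no effect and no enzyme background for full effect; strong numbers were not always called active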
T cell HTS = T cell immune modulators affecting CD8 T cell-vesicle binding. 2C CD8+ T cell-vesicle binding, flow cytometry; active compounds read low. calls only at 7 µM. 330,000 compounds, 0.068% hits;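 active = response, share of CD8 T cells binding vesicles, and their 90th percentile fluorescence all below set limits, cut at about 80% in these data, passing the limit was not always enough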
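incubation = binding step 1.5 h, 37 °C, antibody labelling 20 min, ice | test system = 2C mouse CD8+ T cells | read-out basis = percent CD8+ FL2 mean versus row control | controls = Peptide-free naked vesicles (low) and QL9 vesicles with 0.7% DMSO vehicle (high) | detection = flow cytometry of vesicle-bound cells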
human PMI inhibitors = human PMI inhibitors, high substrate, primary screen, biochemical, fluorescence intensity, high mannose 6-phosphate (AID 1220) | 190,000 compounds, 0.66% hits | recombinant PMI enzyme, coupled fluorescence intensity; higher % means a stronger effect | inhibition, % at 20 µM; hits with a dose series show IC50 in µM
T cell HTS vesicle-bound % = also measured in T cell HTS; calls as there; double positive events, %; measured here: CD8+ vesicle-bound cell fraction;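 binding gate set so that unloaded-vesicle control wells show 10% double positive cells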
An asterisk follows results filed as active; i = inactive; ? = inconclusive; / = not tested or not shown; [ ] = another dose, or the depositor's remark. Rule as the data show it, unless noted: active = inhibition above about 50%; inactive = the rest.

SMILES	West Nile antiviral	P. falciparum M17LAP	M1AAP inhibition	RSV antiviral HEp-2	human PMI inhibitors	T cell HTS	T cell HTS vesicle-bound %	human PMI inhibition	K1F lysis inhibition	TNAP activation fold
CCC(C)NC(=O)c1ccc(COc2ccccc2Cl)cc1 (stereo not drawn)	-1.0%	2%	2%	8.0%	3%	i	38	0%	0.2%	1.1
CN(c1ccccc1)S(=O)(=O)c1cccc(C(=O)OCC(=O)NCCCN2CCCC2=O)c1	0.1%	3%	1%	1.1%	-7%	i	54	-4%	0.4%	1
Cc1ccc2cc(C)c3nnc(SCC(=O)N4CCN(C(=O)c5ccco5)CC4)n3c2c1	-0.1%	-6%	8%	0.0%	7%	i	29	1%	0.5%[50 µM]	1
COC(=O)c1cc(C)sc1NC(=O)CN1CCN(C(=O)C2CCCO2)CC1 (stereo not drawn)	-1.3%	/	/	1.8%	/	i	38	/	2.0%[50 µM]	/
CCc1ccc(NC(=O)Cn2cnc3sc(C)c(S(=O)(=O)N4CCOCC4)c3c2=O)cc1	-0.8%	/	/	2.6%	/	i	31	/	0.3%	/
CC(C)(C)OC(=O)NCCCCCc1nnc(SCc2ccccc2F)o1	-0.5%	-2%	1%	8.0%	/	i	44	/	-0.7%	/
COc1ccccc1OCC(=O)N/N=C/C=C/c1ccc([N+](=O)[O-])o1	0.9%	14%	12%	4.6%	-29%	i	44	-23%	0.6%	1.1
O=C1CC(c2ccc3c(c2)OCO3)CN1 (stereo not drawn)	0.9%	-8%	-1%	0.5%	-7%	i	57	-2%	-0.1%	1.1
COC(=O)c1ccc2c(=O)n(CCN3CCOCC3)c(=S)[nH]c2c1	0.0%	-5%	-3%	1.4%	10%	i	31	13%	0.0%	1.1
COc1ccc(-c2ccc(SCC(=O)N3CCCC3)nn2)cc1OC	1.3%	10%	2%	-0.3%	-4%	i	40	-4%	7.5%	1.1
CCCN1Cc2cccc(C(=O)NCCCOC(C)C)c2C1=O	-0.1%	0%	1%	1.6%	5%	i	48	1%	3.7%	1.1
Cc1ccc(N2C(=O)[C@@H]3C(c4ccc(F)cc4)=NO[C@@H]3C2=O)cc1	0.3%	1%	2%	2.6%	3%	i	37	5%	0.0%	1.1
COc1ccc(-c2cc(C(=O)Nc3ccc(O)cc3)c3ccccc3n2)cc1OC	0.3%	15%	2%	0.3%	/	i	55	/	0.6%[50 µM]	/
COC(=O)c1ccccc1NC(=O)CCS(=O)(=O)c1ccc(Br)s1	?	4%	6%	1.2%	1%	i	21	6%	0.1%	1
COc1ccc(N2CCN(C(=O)CSc3ccccc3N)CC2)cc1	-1.0%	18%	8%	-1.6%	30%	i	39	47%	3.8%	1.1
COc1cc(CNn2cnnc2)ccc1OCC(=O)NC1CCCCC1	-0.8%	-1%	1%	3.3%	-8%	i	49	-8%	0.7%	1.1
Cc1ccc(C(c2c(C)[nH][nH]c2=O)c2c(C)[nH][nH]c2=O)cc1	0.4%	/	/	2.5%	/	i	53	/	0.3%	/
O=C(Nc1ccc2c(c1)OCO2)C(c1ccc(Cl)cc1)N1CCC2(CC1)OCCO2 (stereo not drawn)	-0.5%	10%	1%	3.1%	8%	i	32	10%	1.2%	1
C/C(CC(=O)NCc1ccc(Cl)cc1)=N\NC(=O)Cc1ccccc1	0.0%	5%	11%	2.6%	2%	i	45	-7%	-1.2%	1
COc1cc(Cl)ccc1OCc1cc(C(=O)NC(C)Cc2cccnc2)no1 (stereo not drawn)	-0.5%	/	/	4.2%	/	i	42	/	0.2%	/
O=C1NC2(CCCCC2)Cc2ccccc21	0.6%	-1%	9%	1.9%	-4%	i	21	-7%	0.2%	1
Cc1ccc(C2C=C(c3ccc4c(c3)OCO4)Nc3ncnn32)cc1 (stereo not drawn)	/	-13%	7%	0.5%	-24%	i	50	-10%	1.0%	1.1
CCc1ccc(CN2CCN(C(=O)c3cccc(OC)c3OC)CC2)cc1	-0.4%	-5%	10%	0.2%	-21%	i	24	-16%	9.4%	1.1
CC(=O)c1cccc(NC(=O)c2ccc3c(c2)OCO3)c1	-0.6%	/	/	0.0%	/	i	62	/	-0.6%	/
Cc1ccc2c(c1)-c1c(cnn1CC(=O)NC(C)CCc1ccco1)CO2 (stereo not drawn)	-0.1%	7%	25%*	1.3%	2%	i	20	10%	-2.2%	1.1
CCOC(=O)C1=C(c2ccccc2)NC(SCC(=O)Nc2cccc(C)c2)=C(C#N)C1c1ccco1 (stereo not drawn)	0.8%	3%	9%	2.2%	16%	i	9	17%	4.7%	1.1
O=C1CSc2ccc(S(=O)(=O)N3CCN(c4ccccc4F)CC3)cc2N1	0.2%	/	/	7.5%	/	i	50	/	0.1%	/
CN(CC(=O)Nc1ccc(F)c(F)c1F)c1ncnc2sccc12	-0.2%	8%	1%	0.8%	-5%	i	48	-5%	6.0%	1
CN(C(=O)COC(=O)c1ccc2c(=O)n3c(nc2c1)CCC3)c1ccccc1	0.0%	5%	-3%	1.6%	6%	i	47	2%	2.1%	1.1
COc1ccccc1N1CCN(C(=O)c2cc3ccccc3[nH]2)CC1	0.6%	/	/	1.9%	/	i	41	/	0.2%	/
CCn1c(CCC(=O)Nc2ccccc2F)nnc1SCC(=O)Nc1ccc(OC)cc1	-0.1%	/	/	1.1%	/	i	12	/	0.5%[50 µM]	/
COc1ccc(OC)c(CN2CCCCCC2)c1	0.1%	/	/	2.1%	/	i	60	/	0.2%	/
CCS(=O)(=O)N1CCN(C(=O)c2ccc(-c3ccccc3)cc2)CC1	-1.1%	-4%	-1%	2.0%	4%	i	37	7%	4.4%	1
CCN(CC)CCNC(=O)c1ccc(NC(=O)c2c(F)cccc2Cl)cc1	0.4%	21%	2%	0.2%	10%	i	48	11%	-0.8%	1.1
COc1ccc(CC(=O)Nc2cc(C)c3c(=O)oc4ccccc4c3n2)cc1	0.5%	/	/	2.0%	12%	i	22	12%	0.3%	1
Cc1c(NC(=O)c2ccc(-c3cccc([N+](=O)[O-])c3)o2)c(=O)n(-c2ccccc2)n1C	0.1%	24%	1%	-0.2%	/	i	57	/	-0.3%	1.1
COc1ccccc1CNC(=O)C1(c2ccc(Cl)cc2)CC1	-0.1%	-21%	-1%	2.8%	-4%	i	52	-5%	0.1%	1.1
CC(Cc1c[nH]c2ccccc12)NC(=O)C1CCCNC1=O (stereo not drawn)	-0.3%	1%	-1%	1.0%	-6%	i	49	-8%	1.4%	1.1
Cc1ccc(C(=O)N(CC#N)CC#N)cc1C	0.3%	5%	6%	2.3%	-2%	i	66	7%	-0.9%	1.1
N/C(=N\NC(=O)c1cccs1)c1cc2ccccc2oc1=O	0.0%	17%	11%	3.8%	6%	i	16	9%	0.2%	0.8
CC1CN(C(=O)c2cccc(S(=O)(=O)N3CCN(c4ccc(F)cc4)CC3)c2)CC(C)O1 (stereo not drawn)	-2.0%	/	/	5.8%	/	i	11	/	0.2%	/
O=C1CCc2cc(S(=O)(=O)NCCC(=O)NC3CCCCC3)ccc2N1	-0.2%	/	/	0.0%	/	i	43	/	0.4%	/
COc1ccc(S(=O)(=O)N[C@@H](Cc2ccc(Cl)cc2)C(=O)N2CC[C@@]3(O)CCCC[C@H]3C2)cc1	0.1%	16%	17%	-3.0%	-4%	i	9	5%	-0.9%	1.1
Cc1ccc(S(=O)(=O)c2cn(Cc3ccc(F)cc3)c3cc4c(cc3c2=O)OCO4)cc1	-0.8%	-1%	3%	1.7%	15%	i	46	15%	10.0%	1.1
CC(=O)c1cc(C#N)c(Oc2ccccc2)nc1C	0.3%	/	/	1.1%	/	i	32	/	0.2%	/
CC(=O)NNC(=O)CN1C(=O)/C(=C/c2ccccc2)SC1=S	0.0%	4%	12%	-1.2%	/	i	20	/	0.7%	/
COc1ccc(CCNC(=O)c2nnn(-c3ccc4c(c3)OCCO4)c2N)cc1OC	-0.2%	-4%	-1%	0.7%	16%	i	45	16%	-0.2%	1
CC(=O)Nc1ccc(S(=O)(=O)Nc2ccc3ccccc3n2)cc1	0.3%	/	/	1.8%	/	i	25	/	0.4%[50 µM]	/
CCOC(=O)c1c(C#N)c(SCC(=O)Nc2ccc(OC)cc2)nc2c1CN(CC)CC2	1.0%	15%	10%	0.2%	0%	i	13	18%	-0.3%	1.1
CCN1CCN(Cc2cc(=O)oc3cc4c(cc23)CCC4)CC1	-0.4%	5%	-4%	-1.1%	18%	i	17	10%	0.2%	1
CCOC(=O)/C(=N/Nc1ccc(C)cc1)S(=O)(=O)c1ccc(Cl)cc1	-0.9%	20%	-2%	12%	-2%	i	8	7%	-0.4%	1
COc1ccc(CC2=CC(=O)c3ccccc3C2=O)cc1	0.2%	/	/	?	/	i	55	/	-0.7%	/
c1ccc2c(N3CCCCC3)ncnc2c1	-1.2%	0%	9%	16%	-5%	i	10	4%	0.8%	1
CCN1CCN(c2cc(C)c3cc(NC(=O)c4cncc(Br)c4)ccc3n2)CC1	/	5%	7%	-1.1%	-5%	i	47	-5%	-0.5%	0.9
CCSc1nnc(NC(=O)CCNS(=O)(=O)c2cc(Br)cnc2N)s1	0.0%	7%	4%	0.2%	4%	i	29	7%	0.1%	0.9
O=C(Nc1ccc(-n2cccn2)cc1)C1CCN(Cc2ccccn2)CC1	-0.5%	/	/	0.0%	/	i	11	/	-0.1%	/
O=C(Oc1ccc(-c2csnn2)cc1)c1cccs1	-0.1%	5%	6%	/	/	i	43	/	-1.0%	/
C[C@H](NC(=O)[C@@H]1Cc2ccccc2CN1C(=O)OC(C)(C)C)C(=O)NC1CCCC1	0.6%	/	/	1.6%	/	i	7	/	0.2%	/
Cc1cccc(N2CCN(C(=O)CCC(=O)N3CC(C)Oc4ccccc43)CC2)c1C (stereo not drawn)	0.0%	/	/	17%	/	i	49	/	-0.7%	/

Bioassay records from PubChem.

No enrichment for hits; overall some 1.5% were active at least once.
